PPARg SRC-2 ag = promotes SRC-2 coactivator recruitment by human PPARgamma; activation, % at 8 µM; PPARgamma LBD-SRC-2 recruitment, biochemical; P37231; hit rate 0.34% among 200,000; in the data active = activation above about 22%;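 also: 0% = vehicle and 100% = reference agonist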
bIAP act = intestinal alkaline phosphatase (bovine) activation; purified bovine IAP, CDP-star luminescence, 30 min; stronger effect = higher value; fold of DMSO-control signal, blank-subtracted; activation factor at 20 µM; hit rate 0.17% among 200,000; AID 1016;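 active = activation factor of 2 or more at 20 µM, a signal rise over negative controls twice the positive control's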
Lmaj promast = reduces viability of Leishmania major promastigotes; resazurin fluorescence viability; inhibition, % at 10 µM; hit rate 9% among 200,000; AID 1063; in the data active = inhibition above about 50%;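 also: promastigotes grown with compound for 44 hours at 28 °C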
bIAP inh = blocks bovine intestinal alkaline phosphatase activity; 190,000 tested, under 10 active; purified bovine IAP, CDP-star luminescence, 30 min; inhibition, % at 20 µM; AID 1019;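 active = over 50% inhibition of intestinal alkaline phosphatase at 20 µM in the single-dose screen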
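test system = bovine IAP enzyme | medium = DEA buffer 100 mM, pH 9.8, with MgCl2 1.0 mM, ZnCl2 0.02 mM | detection = luminescence | dosing = single compound dose of 20 µM, 2% DMSO final | incubation = 30 min reaction at room temperature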
S1P3 antagonist = antagonists of human S1P3 receptor | Q99500 | hit rate 0.27% among 170,000 | AID 485 | CHO S1P3 NFAT-BLA reporter, FRET fluorescence, antagonist mode | inhibition, % at 4.98 µM;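 active = inhibition above the plate cutoff, the mean inhibition of test wells on that plate plus 3 SD, cut at about 28% in these data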;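 also: cells challenged with S1P at its EC80 of 0.8 µM; blue over green emission ratio from cleaved BLA substrate after 4 h stimulation; 0% = S1P-stimulated wells and 100% = unstimulated DMSO-only wells; some compounds past the cut are filed as inactive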
Target sequence (Q99500 whole entry, looked up): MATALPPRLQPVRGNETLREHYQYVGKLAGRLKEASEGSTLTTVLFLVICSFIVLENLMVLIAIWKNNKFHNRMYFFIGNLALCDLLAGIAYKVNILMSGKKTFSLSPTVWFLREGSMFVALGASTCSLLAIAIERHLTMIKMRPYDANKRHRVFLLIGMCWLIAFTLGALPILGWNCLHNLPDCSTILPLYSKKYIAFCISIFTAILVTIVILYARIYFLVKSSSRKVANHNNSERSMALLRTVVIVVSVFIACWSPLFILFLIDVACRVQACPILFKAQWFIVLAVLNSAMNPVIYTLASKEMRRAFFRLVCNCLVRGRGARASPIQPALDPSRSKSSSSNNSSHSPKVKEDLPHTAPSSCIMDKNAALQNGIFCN
DTT redox prof = compounds producing H2O2 with reducing agent – biochemical, NIH compound library profiling, artefact control for MLSCN library redox annotation, primary screen; DTT-dependent redox cycling H2O2, phenol red/HRP absorbance; 100% = 100 µM peroxide control, 0% = buffer; activation, % at 10 µM; hit rate 0.03% among 200,000;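 active = activation of at least 50% relative to the plate's high and low controls in the primary single-dose screen; inactive = activation below 50%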;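 also: compound incubated with DTT at 0.8 mM final as the reducing agent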
ROMK primary = human ROMK K+ channel modulation, primary screen; P48048; B-score at 10 µM; Tet-inducible ROMK, thallium flux fluorescence; actives lie on both sides; hit rate 2% among 130,000;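 active = signal ratio slope over the read window, or its plate-corrected B-score, at least 3 SD from the plate mean, either direction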;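 also: B-score of the F/F0 ratio slope over 7 to 12 s after thallium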
Target sequence (P48048 whole entry, looked up): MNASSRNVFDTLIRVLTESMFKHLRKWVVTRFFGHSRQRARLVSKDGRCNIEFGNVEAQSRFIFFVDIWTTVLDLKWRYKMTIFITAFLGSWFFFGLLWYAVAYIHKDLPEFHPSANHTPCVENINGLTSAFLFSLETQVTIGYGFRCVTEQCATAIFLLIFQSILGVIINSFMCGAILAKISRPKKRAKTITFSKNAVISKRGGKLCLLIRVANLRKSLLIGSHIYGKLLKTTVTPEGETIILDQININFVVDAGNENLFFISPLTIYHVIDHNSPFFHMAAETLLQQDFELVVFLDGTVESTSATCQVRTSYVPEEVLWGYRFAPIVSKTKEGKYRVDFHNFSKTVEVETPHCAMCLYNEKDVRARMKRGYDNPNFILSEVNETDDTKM
TLR4-MyD88 BLA = inhibitors of human TLR4-MyD88 binding | HeLa CL3-4 TLR4/MyD88 BLA complementation, FRET ratio | O00206+Q99836 | hit rate 0.18% among 200,000 | inhibition, % at 8.4 µM; in the data active = inhibition above about 25%;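 also: 0% = vehicle and 100% = reference inhibitor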
SRC2 TRFRET art = counter-screen for PPARgamma SRC-2 recruitment agonists: TR-FRET artefact | stronger effect = higher value | TR-FRET ratio at 8 µM | hit rate 0.4% among 200,000 | AID 1049; in the data active = TR-FRET ratio above about 2000; also: inactives centre near 1500
PPARg SRC1 recr = PPARgamma-driven SRC-1 recruitment agonism; hit rate 0.41% among 200,000; PPARgamma-SRC-1 coactivator recruitment biochemical assay; AID 631; activation, % at 8 µM; P37231; in the data active = activation above about 19%;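 also: 0% = DMSO and 100% = reference agonist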
PPARg SRC-3 ag = PPARgamma-driven SRC-3 recruitment agonism. activation, % at 8 µM. P37231. hit rate 0.26% among 200,000. biochemical PPARgamma/SRC-3 coactivator recruitment assay; in the data active = activation above about 23%;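 also: 0% = DMSO and 100% = reference agonist; some compounds past the cut are filed as inactive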
* = called active by the depositor.

For CCCc1nc2n[nH]c(N)c2c2c1COC(C)(C)C2 the results were PPARg SRC-2 ag -3, bIAP act 1, Lmaj promast -1, bIAP inh 3, DTT redox prof 1.5, ROMK primary -0.17, TLR4-MyD88 BLA -4, SRC2 TRFRET art 1477, PPARg SRC1 recr -2 and PPARg SRC-3 ag -6.
`CC(C)c1onc(C(=O)Nc2cccc(O)c2)c1[N+](=O)[O-]` gave PPARg SRC-2 ag 1, bIAP act 1, Lmaj promast 0, bIAP inh -4, S1P3 antagonist 0, DTT redox prof -0.1, TLR4-MyD88 BLA 10, SRC2 TRFRET art 1623, PPARg SRC1 recr 9 and PPARg SRC-3 ag 6.
`Cc1ccc(N2C(=O)C(c3c(C)[nH]n(-c4ccccc4)c3=O)(C(F)(F)F)C3=C2CC(C)(C)CC3=O)cc1` (stereo not drawn) gave PPARg SRC-2 ag 0, bIAP act 1.1, Lmaj promast -1, bIAP inh -10, DTT redox prof 0.3, TLR4-MyD88 BLA -2, SRC2 TRFRET art 1542, PPARg SRC1 recr 2 and PPARg SRC-3 ag -9.
Screening CC1(C)Cc2c(sc3nc(SCC(=O)N4CCOCC4)nc(N)c23)CO1 returned PPARg SRC-2 ag 11, bIAP act 1, Lmaj promast -4, bIAP inh 3, DTT redox prof -0.3, TLR4-MyD88 BLA -6, SRC2 TRFRET art 1459, PPARg SRC1 recr -1 and PPARg SRC-3 ag 2.
For Cc1ccc(N2C(=O)/C(=C/c3cccnc3)SC2=S)cc1 the results were PPARg SRC-2 ag -8, bIAP act 1, Lmaj promast 26, bIAP inh 4, S1P3 antagonist 10, DTT redox prof -0.3, ROMK primary 0.57, TLR4-MyD88 BLA 8, SRC2 TRFRET art 1469, PPARg SRC1 recr -10 and PPARg SRC-3 ag -3.
Screening CC(Oc1ccccc1)C(=O)NC1C(=O)N2C1SC(C)(C)C2C(=O)O (stereo not drawn) returned PPARg SRC-2 ag -4, bIAP act 1.1, Lmaj promast -6, bIAP inh -15, S1P3 antagonist -2, DTT redox prof 0.3, ROMK primary 0.74, TLR4-MyD88 BLA 9, SRC2 TRFRET art 1505, PPARg SRC1 recr 6 and PPARg SRC-3 ag 3.
COc1ccc(C(=O)NC(=S)N2CC(C)OC(C)C2)cc1 (stereo not drawn) was read as PPARg SRC-2 ag 2, bIAP act 1, Lmaj promast 16, bIAP inh 2, S1P3 antagonist 11, DTT redox prof -0.5, ROMK primary 0.83, TLR4-MyD88 BLA 5, SRC2 TRFRET art 1651, PPARg SRC1 recr 0 and PPARg SRC-3 ag 1.
For CCN(CC(=O)NCc1ccc(F)cc1)CC(=O)Nc1ccccc1-c1ccccc1 the results were PPARg SRC-2 ag 0, bIAP act 1.1, Lmaj promast 26, bIAP inh -10, S1P3 antagonist -3, DTT redox prof -0.1, ROMK primary 0.14, TLR4-MyD88 BLA -5, SRC2 TRFRET art 1612, PPARg SRC1 recr 1 and PPARg SRC-3 ag 4.
Screening COc1ccc(CC2(CO)CCN(C(C)COc3ccccc3)CC2)cc1 (stereo not drawn) returned PPARg SRC-2 ag -4, bIAP act 1.1, Lmaj promast 79*, bIAP inh -8, S1P3 antagonist 2, DTT redox prof -0.7, TLR4-MyD88 BLA 4, SRC2 TRFRET art 1381, PPARg SRC1 recr -4 and PPARg SRC-3 ag 3.
`O=C(/C=C/Nc1ccc(F)cc1F)c1ccco1` gave PPARg SRC-2 ag 4, bIAP act 1, Lmaj promast -7, bIAP inh -1, S1P3 antagonist -13, DTT redox prof -0.1, ROMK primary -0.013, TLR4-MyD88 BLA -2, SRC2 TRFRET art 1644, PPARg SRC1 recr 3 and PPARg SRC-3 ag 4.
Screening O=C(NC12CC3CC(CC(C3)C1)C2)N1CCN(S(=O)(=O)c2ccc(Cl)cc2)CC1 returned PPARg SRC-2 ag 1, bIAP act 0.8, Lmaj promast 25, bIAP inh 20, S1P3 antagonist 5, DTT redox prof 0.8, ROMK primary 0.069, TLR4-MyD88 BLA -2, SRC2 TRFRET art 1472, PPARg SRC1 recr 1 and PPARg SRC-3 ag 4.
`COc1ccc(S(=O)(=O)N(CCc2ccccc2)CC(=O)N/N=C/c2ccc3c(c2)OCO3)cc1` gave PPARg SRC-2 ag -1, bIAP act 1.1, Lmaj promast 99*, bIAP inh -7, S1P3 antagonist -1, DTT redox prof 0.2, ROMK primary 0.98, TLR4-MyD88 BLA 4, SRC2 TRFRET art 1533, PPARg SRC1 recr -3 and PPARg SRC-3 ag 6.
COc1ccc(CCC(C)NC2C3CC4CC(C3)CC2C4)cc1 (stereo not drawn) was read as PPARg SRC-2 ag 0, bIAP act 0.9, Lmaj promast 14, bIAP inh 6, DTT redox prof -3.5, TLR4-MyD88 BLA -4, SRC2 TRFRET art 1579, PPARg SRC1 recr 4 and PPARg SRC-3 ag 4.
Cc1ccc(CNC(=O)Cc2nc3nc(C)cc(C)n3n2)cc1 was read as PPARg SRC-2 ag 0, bIAP act 1, Lmaj promast 9, bIAP inh 5, S1P3 antagonist -2, DTT redox prof -0.1, ROMK primary 0.36, TLR4-MyD88 BLA -5, SRC2 TRFRET art 1627, PPARg SRC1 recr 2 and PPARg SRC-3 ag -1.
`CCc1ccc(NC(=O)CCn2ccnc2C)cc1` gave PPARg SRC-2 ag 7, bIAP act 1.2, Lmaj promast 0, bIAP inh -20, DTT redox prof 0.4, ROMK primary 0.18, TLR4-MyD88 BLA 15, SRC2 TRFRET art 1394, PPARg SRC1 recr -2 and PPARg SRC-3 ag 2.
C/C(=N\Nc1nc(-c2ccccc2O)nc2ccccc12)c1ccccc1 was read as PPARg SRC-2 ag -1, bIAP act 0.9, Lmaj promast 27, bIAP inh 7, S1P3 antagonist -10, DTT redox prof -0.1, ROMK primary 0.29, TLR4-MyD88 BLA 14, SRC2 TRFRET art 1470, PPARg SRC1 recr 2 and PPARg SRC-3 ag 4.
OCCC1CN(Cc2c(F)cccc2Cl)CCN1C1CCCCC1 (stereo not drawn) was read as PPARg SRC-2 ag 2, bIAP act 1, Lmaj promast 53*, bIAP inh 0, S1P3 antagonist 12, DTT redox prof -0.2, ROMK primary -0.55, TLR4-MyD88 BLA 15, SRC2 TRFRET art 1694, PPARg SRC1 recr 0 and PPARg SRC-3 ag 2.
For O=C(Nc1cccc(Cn2cccn2)c1)c1cc2c(s1)CCCC2 the results were PPARg SRC-2 ag -1, bIAP act 0.8, Lmaj promast 10, bIAP inh 18, S1P3 antagonist 23, DTT redox prof 1.7, TLR4-MyD88 BLA -11, SRC2 TRFRET art 1481, PPARg SRC1 recr -4 and PPARg SRC-3 ag -6.
CCc1ccc(NC(=O)c2ccc3nc(N)sc3c2)cc1 was read as PPARg SRC-2 ag 3, bIAP act 0.9, Lmaj promast -6, bIAP inh 14, DTT redox prof 0.2, ROMK primary 0.017, TLR4-MyD88 BLA -1, SRC2 TRFRET art 1329, PPARg SRC1 recr 4 and PPARg SRC-3 ag 0.
Screening COc1ccc(C(=O)c2ccc(Cl)cc2)cc1 returned PPARg SRC-2 ag 4, bIAP act 0.9, Lmaj promast -5, bIAP inh 5, DTT redox prof 0.0, ROMK primary -0.44, TLR4-MyD88 BLA -6, SRC2 TRFRET art 1649, PPARg SRC1 recr 11 and PPARg SRC-3 ag 11.

Pulled one by one from the list above (2):
C/C(=N\Nc1nc(-c2ccccc2O)nc2ccccc12)c1ccccc1 was read as PPARg SRC-2 ag -1, bIAP act 0.9, Lmaj promast 27, bIAP inh 7, S1P3 antagonist -10, DTT redox prof -0.1, ROMK primary 0.29, TLR4-MyD88 BLA 14, SRC2 TRFRET art 1470, PPARg SRC1 recr 2 and PPARg SRC-3 ag 4.
COc1ccc(CCC(C)NC2C3CC4CC(C3)CC2C4)cc1 (stereo not drawn) was read as PPARg SRC-2 ag 0, bIAP act 0.9, Lmaj promast 14, bIAP inh 6, DTT redox prof -3.5, TLR4-MyD88 BLA -4, SRC2 TRFRET art 1579, PPARg SRC1 recr 4 and PPARg SRC-3 ag 4.

More records follow.
Screening c1cnc(-c2noc(CN3CCN(C4C5CC6CC(C5)CC4C6)CC3)n2)cn1 (stereo not drawn) returned PPARg SRC-2 ag 8, bIAP act 1.2, Lmaj promast -7, bIAP inh -20, S1P3 antagonist -13, DTT redox prof -0.8, ROMK primary -0.22, TLR4-MyD88 BLA -3, SRC2 TRFRET art 1529, PPARg SRC1 recr -6 and PPARg SRC-3 ag 5.
`CS(=O)(=O)N(CC(=O)Nc1cccc(F)c1)Cc1ccccc1` gave PPARg SRC-2 ag 6, bIAP act 0.8, Lmaj promast -3, bIAP inh 20, S1P3 antagonist -24, DTT redox prof 0.5, TLR4-MyD88 BLA 2, SRC2 TRFRET art 1731, PPARg SRC1 recr -1 and PPARg SRC-3 ag 0.
`O=C(NC1CCCCC1)[C@H](O)[C@@H](O)C(=O)NC1CCCCC1` gave PPARg SRC-2 ag 1, bIAP act 0.9, Lmaj promast 0, bIAP inh 9, DTT redox prof 2.6, ROMK primary -0.23, TLR4-MyD88 BLA 1, SRC2 TRFRET art 1511, PPARg SRC1 recr -8 and PPARg SRC-3 ag -3.
For COc1ccc(NC(=S)NCCN2CCC(C)CC2)cc1Cl the results were PPARg SRC-2 ag 2, bIAP act 0.8, Lmaj promast 69*, bIAP inh 22, S1P3 antagonist -13, DTT redox prof -1.4, ROMK primary -0.93, TLR4-MyD88 BLA -5, SRC2 TRFRET art 1755, PPARg SRC1 recr 5 and PPARg SRC-3 ag -2.
Screening COc1ccc2c(c1)c1ncn(CCc3ccccc3)c(=O)c1n2C returned PPARg SRC-2 ag 8, bIAP act 0.9, Lmaj promast 12, bIAP inh 6, DTT redox prof -1.6, TLR4-MyD88 BLA -13, SRC2 TRFRET art 1418, PPARg SRC1 recr 0 and PPARg SRC-3 ag 2.
For OC(COCCOc1ccc(Br)cc1)CN1CCN(Cc2ccccc2)CC1 (stereo not drawn) the results were PPARg SRC-2 ag 6, bIAP act 0.9, Lmaj promast 85*, bIAP inh 6, S1P3 antagonist -5, DTT redox prof -0.5, ROMK primary -0.84, TLR4-MyD88 BLA -19, SRC2 TRFRET art 1595, PPARg SRC1 recr 8 and PPARg SRC-3 ag 5.
Screening O=C(CC12CC3CC(CC(C3)C1)C2)Nc1ccccc1N1CCOCC1 returned PPARg SRC-2 ag 3, bIAP act 1, Lmaj promast 8, bIAP inh 3, S1P3 antagonist -6, DTT redox prof 0.2, ROMK primary -0.96, TLR4-MyD88 BLA 0, SRC2 TRFRET art 1600, PPARg SRC1 recr -2 and PPARg SRC-3 ag 6.
For Cc1cc(-c2ccccc2)c2c3c(c(-c4ccccc4)n2n1)c(=O)n(C)c(=O)n3C the results were PPARg SRC-2 ag 4, bIAP act 0.9, Lmaj promast -5, bIAP inh 10, DTT redox prof 3.6, TLR4-MyD88 BLA 6, SRC2 TRFRET art 1443, PPARg SRC1 recr 4 and PPARg SRC-3 ag 4.
For CN(C)S(=O)(=O)c1ccc(NC(=O)COC(=O)c2n[nH]c3ccccc23)cc1 the results were PPARg SRC-2 ag -6, bIAP act 1, Lmaj promast 4, bIAP inh 2, DTT redox prof 1.7, TLR4-MyD88 BLA 6, SRC2 TRFRET art 1455, PPARg SRC1 recr 2 and PPARg SRC-3 ag 9.
CCc1cc2c(C)cc(C)cc2nc1SCC(=O)Nc1cc(C)on1 was read as PPARg SRC-2 ag -4, bIAP act 1, Lmaj promast 7, bIAP inh 0, S1P3 antagonist -14, DTT redox prof -1.1, ROMK primary -0.03, TLR4-MyD88 BLA -1, SRC2 TRFRET art 1345, PPARg SRC1 recr -3 and PPARg SRC-3 ag -1.

Compound activity deposited in PubChem by several laboratories.
